CAL PDZ FP-1: inhibitors of human CAL PDZ peptide binding; 330,000 tested, 0.02% active; inhibition, % at 20 µM; AID 504414; Q9HD26; purified CAL PDZ, TMR-peptide fluorescence polarization, 1 h;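 active means highest replicate inhibition of at least 40%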;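 further: plate controls were DMSO neutral control wells for no effect and unlabeled competitor peptide control wells for full effect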
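Control set: unlabelled peptide and DMSO controls / Material: purified CerCALP PDZ construct / Timing: 1 h incubation at room temperature before polarization reading / Doses: 20 µM, one dose / Detection: fluorescence polarization (mP)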
DAGLB inhibitor: blocks human DAGLB lipase activity; Q8NCG7; HEK293T DAGLB membrane lysate, EnzChek fluorogenic substrate; inhibition, % at 5.17 µM; 340,000 tested, 0.059% active; in the data active means inhibition above about 34%;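 further: 0% = enzyme with vehicle and 100% = wells lacking enzyme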
NSD2 inh: NSD2 (human) methyltransferase inhibition | NSD2 peptide methylation, AlphaScreen, 120 min | inhibition, % at 12.5 µM | AID 743445 | 310,000 tested, 0.54% active; in the data active means inhibition above about 50%
LANA DNA inh: KSHV C-LANA DNA binding inhibition. 340,000 tested, 0.078% active. MBP-C-LANA/FAM-LBS DNA binding, fluorescence polarization. inhibition, % at 9 µM;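 active means highest replicate inhibition at or above 60% at 9 µM, even if other replicates fall short; inactive means all replicates below 60% inhibition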;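 further: 0% = neutral control wells and 100% = 4 µM acridine orange control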
Cardiac RTF inh: cardiac RTF calcium desensitization; inhibition, % at 7.15 µM; IANBD-labeled cardiac RTF, Ca2+ fluorescence; P19429+P45379; 340,000 tested, 0.12% active;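 active means inhibition above the mean inhibition of all tested compounds plus 3 SD, cut at about 17% in these data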;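 further: assay run at fixed EC70 calcium of 1.6 mM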
Keap1-Nrf2 PPI: disrupts human Keap1 binding to Nrf2 peptide. Q14145. Keap1 Kelch-Nrf2 peptide fluorescence polarization, 1536-well. inhibition, % at 9.4 µM. 340,000 tested, 0.15% active; in the data active means inhibition above about 12%;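 further: human Keap1 Kelch domain with fluorescein labeled Nrf2 9mer peptide probe; 0% = neutral control wells and 100% = peptide positive control; higher means more block of Keap1 binding to Nrf2 peptide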
CAL PDZ FP-2: CAL PDZ (human) peptide binding inhibition; Q9HD26; purified CAL PDZ, TMR-peptide fluorescence polarization, 1 h; inhibition, % at 24.9 µM; 300,000 tested, 0.92% active; AID 602252;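 active means mean inhibition of at least 30% with at least half of replicates also reaching 30%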;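 further: 0% = DMSO neutral control and 100% = excess unlabeled competitor peptide PRC23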
Pemphigus Ab inh: blocks pemphigus antibody binding to human desmoglein-3; P32926; DSG3-coupled beads, scFv-anti-DSG3-GFP binding, flow cytometry; stronger effect = lower value; binding (percent of control), % at 10 µM; 310,000 tested, 0.48% active; AID 588358;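 active means binding more than 3 SD below its plate's average and above zero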;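 further: hits lower antibody fragment binding to DSG3; some compounds called inactive have numbers as strong as hits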
Target sequence (P32926 whole entry, looked up, the tested form may be a part): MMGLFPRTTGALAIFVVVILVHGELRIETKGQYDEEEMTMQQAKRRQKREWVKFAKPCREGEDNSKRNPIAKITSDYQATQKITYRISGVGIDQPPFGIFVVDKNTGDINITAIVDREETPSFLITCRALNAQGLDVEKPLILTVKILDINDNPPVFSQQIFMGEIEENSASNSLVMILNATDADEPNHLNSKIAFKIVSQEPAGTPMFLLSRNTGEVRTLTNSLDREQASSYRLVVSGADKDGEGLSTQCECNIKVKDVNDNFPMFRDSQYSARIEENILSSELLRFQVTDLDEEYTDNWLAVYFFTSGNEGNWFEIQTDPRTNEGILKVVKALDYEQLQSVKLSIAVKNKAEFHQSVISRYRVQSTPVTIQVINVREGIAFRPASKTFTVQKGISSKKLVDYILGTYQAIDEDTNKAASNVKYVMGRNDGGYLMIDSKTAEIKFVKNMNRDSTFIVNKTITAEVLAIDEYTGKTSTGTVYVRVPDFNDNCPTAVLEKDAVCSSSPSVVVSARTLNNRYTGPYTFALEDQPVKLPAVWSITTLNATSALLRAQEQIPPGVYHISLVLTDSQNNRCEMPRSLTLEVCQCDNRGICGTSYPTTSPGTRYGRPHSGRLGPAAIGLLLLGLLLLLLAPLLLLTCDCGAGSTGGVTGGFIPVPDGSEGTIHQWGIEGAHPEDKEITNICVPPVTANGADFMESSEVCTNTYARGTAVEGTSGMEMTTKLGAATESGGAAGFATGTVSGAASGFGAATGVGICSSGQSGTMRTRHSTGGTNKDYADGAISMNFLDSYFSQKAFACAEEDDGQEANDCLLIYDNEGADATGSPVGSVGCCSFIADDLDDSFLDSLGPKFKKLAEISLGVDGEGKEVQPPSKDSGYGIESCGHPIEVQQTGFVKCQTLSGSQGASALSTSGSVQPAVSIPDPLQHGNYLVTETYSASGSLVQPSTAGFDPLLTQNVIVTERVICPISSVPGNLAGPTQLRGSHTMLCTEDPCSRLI
V-ATPase pH: regulators of yeast V-ATPase proton transport. AID 504577. response, % at 10 µM. 350,000 tested, 0.37% active. S. cerevisiae, pHLuorin cytosolic pH fluorescence; in the data active means response mostly above about 7.3%, no sharp cut-off; inactive means mostly below about 5.4%; further: actives read high; inactives centre near 0; some compounds called inactive have numbers as strong as hits
Arr AP2 block: human beta-arrestin and AP2 interaction inhibition | FITC-arrestin peptide / GST-AP2 beads, flow cytometry; AP2 beta2 appendage carries R879A mutation | inhibition, % at 10 µM | 340,000 tested, 0.31% active;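 active means inhibition above a set limit, near 3 SD of compounds lacking own fluorescence, cut at about 54% in these data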;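 further: plate controls were DMSO wells for no effect and 5 µM unlabelled arrestin peptide for full effect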
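Material – AP2 appendage R879A on GSH beads · Buffer or medium – PBS with 0.05% Tween 20 and 0.1% BSA · Probe or stimulus – fluorescein-tagged arrestin peptide at 50 nM final · Incubation – compound with beads 12 min RT, then probe 1 h RT · Detection – high-throughput flow cytometry of beads, ex 488, em 535 nm · Evaluation – percent response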
Numbers without * were called inactive; · = no result given. An excerpt (hit frequency here may not be typical).

smiles,CAL PDZ FP-2,Cardiac RTF inh,Pemphigus Ab inh,Arr AP2 block,CAL PDZ FP-1,Keap1-Nrf2 PPI,LANA DNA inh,DAGLB inhibitor,V-ATPase pH,NSD2 inh
COc1ccccc1CNS(=O)(=O)c1ccc(Br)s1,·,-5,99,40,-1.3,-2,-0.6,-1,-4,-3
CSCCC(NC(=O)CCN1C(=O)c2ccccc2C1=O)C(=O)O (centres undefined),0,6,102,2,-2.0,-3,-1.0,3,2,-4
C#CCSc1nsc(SCC#C)c1C#N,-5,2,118,-10,-1.5,-3,0.0,-7,-2,2
CCOC(=O)c1cc(C#N)c(C)nc1N(CC)CC,0,3,·,1,0.8,-4,1.0,-5,1,·
COc1cccc(NC(=O)CN(C)C(=O)c2sc3cc(Cl)ccc3c2Cl)c1,15,-2,104,22,0.3,-2,-5.9,1,3,0
COc1cc(NC(=O)Nc2cccc3cccnc23)cc(OC)c1OC,-2,0,122,13,0.1,3,-2.6,0,-1,4
COc1cc(C2=CCN(C(C)=O)CC2)ccc1OC(C)=O,-3,0,100,4,-0.1,0,-5.5,-2,15,·
COc1ccc(/C=N/NC(=O)CC(=O)NC2CCCCC2)cc1,-4,-5,101,4,-1.3,-2,-2.2,-1,1,-7
Cc1ccc(C2(C)NC(=O)N(CC(=O)Nc3cc(C)on3)C2=O)cc1 (centres undefined),-1,-4,100,-2,-0.9,0,2.2,3,1,-4
Cc1cc(C)nc(SCc2ccc(C(=O)N/N=C3\CCCC(=O)C3)cc2)n1,-2,-10,100,5,-0.3,-3,2.8,1,0,0
CCN1CCN(C(=O)CN(CC)S(=O)(=O)c2ccc3ccccc3c2)CC1,-1,2,107,0,-0.8,1,0.9,-3,2,8
CC1=C(SCc2ccccc2)C(=O)c2ccccc2C1=O,0,1,94,4,1.9,-5,2.4,-7,1,22
O=C(O)CCNS(=O)(=O)c1ccc2ccccc2c1,·,-5,95,-4,-0.8,-3,0.8,-3,-1,-5
O=C1C(Cl)=C(NCc2cccnc2)C(=O)c2ccccc21,-2,-2,88,6,1.6,2,-0.7,8,-1,48
CN(C)c1oc(-c2ccco2)nc1C#N,-4,-2,96,2,-1.4,3,1.3,-5,-2,2
O=C1C=C(c2cccc(Cl)c2)C[C@@H](c2ccc(Cl)cc2)C1,-2,-1,106,32,-1.7,0,-1.1,-15,-1,·
O=C(c1ccc(N2CCOCC2)c([N+](=O)[O-])c1)N1CCN(Cc2ccccc2)CC1,2,-16,·,4,-2.1,-1,0.4,2,3,120*
COc1ccc(C(=O)NNc2cc(C)nc(NNC(=O)c3ccc(OC)cc3)n2)cc1,5,-4,84,8,-2.0,-3,1.4,0,-1,1
CCC1(c2ccccc2)NC(=O)N(CC(=O)N(C)CC(=O)Nc2ccc(F)c(F)c2F)C1=O (centres undefined),-8,1,102,35,-3.2,-7,1.2,-1,-3,0
COc1cccc(NC(=O)CN2C(=O)NC(C)(c3ccc(C)cc3)C2=O)c1 (centres undefined),-3,-3,99,27,-0.7,-4,0.0,-4,-7,-3

One compound at a time, from the list above. Screens in order: CAL PDZ FP-2, Cardiac RTF inh, Pemphigus Ab inh, Arr AP2 block, CAL PDZ FP-1, Keap1-Nrf2 PPI, LANA DNA inh, DAGLB inhibitor, V-ATPase pH, NSD2 inh
Shown for CSCCC(NC(=O)CCN1C(=O)c2ccccc2C1=O)C(=O)O (centres undefined) → 0, 6, 102, 2, -2.0, -3, -1.0, 3, 2, -4
Shown for CC1=C(SCc2ccccc2)C(=O)c2ccccc2C1=O → 0, 1, 94, 4, 1.9, -5, 2.4, -7, 1, 22
Shown for COc1cc(C2=CCN(C(C)=O)CC2)ccc1OC(C)=O → -3, 0, 100, 4, -0.1, 0, -5.5, -2, 15, ·

(next part)
smiles,CAL PDZ FP-2,Cardiac RTF inh,Pemphigus Ab inh,Arr AP2 block,CAL PDZ FP-1,Keap1-Nrf2 PPI,LANA DNA inh,DAGLB inhibitor,V-ATPase pH,NSD2 inh
CN(C)/C=C(\C#N)C(=O)N/N=C(\CC(=O)C(F)(F)F)c1ccco1,0,-2,99,-4,-3.2,4,0.3,1,0,0
O=C(Nc1cccc(C(=O)N2CCCc3ccccc32)c1)c1ccccc1,·,-7,114,14,-0.1,3,-1.1,2,-2,3
O=C(NCc1ccco1)c1nn2cccnc2c1Cl,-4,-8,102,3,-0.7,-8,3.6,0,-4,-3
COc1ccc(S(=O)(=O)NCC(=O)NCc2cc(=O)n(C)c(=O)n2C)cc1F,-2,-4,·,-8,-0.4,3,0.5,1,-1,36
CCc1nnc(NC(=O)CSc2ccc(-c3nc4ccccc4[nH]3)cn2)s1,-3,-7,107,-2,-2.0,2,0.0,1,-5,·
O=C(NCCCn1ccnc1)c1nc(Cn2cc(Br)cn2)no1,·,-7,91,11,0.2,-4,-0.3,0,-4,-2
COc1cc(NC(=O)CCN2CCN(CCO)CC2)cc(OC)c1,-5,-7,121,-9,-3.3,-1,12,-2,-2,-2
COc1cccc(-n2nc(C(N)=O)c(O)cc2=O)c1,-4,-7,98,10,-0.9,-5,1.3,-1,3,0
CCc1ccc(N(C(C)=O)C2C=CS(=O)(=O)C2)cc1 (centres undefined),-9,-14,98,-9,-3.9,0,-0.4,1,0,·
Cc1csc(CN(C)C(=O)CC2C(=O)NCCN2Cc2ccc(-c3ccccc3)cc2)n1 (centres undefined),3,-11,109,-7,-0.9,-8,0.8,1,-1,1
CCC(=O)C(C#N)(c1ccc(OC)c(OC)c1)C(C)C (centres undefined),1,-2,100,-3,0.1,-4,0.8,-2,-1,·
COc1ccc(NC(=O)CCNS(=O)(=O)c2cccc3nonc23)cc1,-5,-11,103,12,0.1,-2,-0.7,-4,0,-3
CCC(C)NC(=O)CCn1c(-c2ccc(F)cc2)cc(C(C)=O)c1C (centres undefined),0,-3,104,8,-1.9,1,-1.2,-1,2,2
COc1ccc(NC(=O)CN(C)C(=O)CCNS(=O)(=O)c2ccc(Br)cc2)cc1,2,-1,112,3,-0.5,0,-0.1,3,2,0
O=C(Cn1cnc(Cl)c1Cl)c1ccccc1,-1,0,90,9,-1.5,-3,-1.1,-2,-1,·
Cc1nnc(SCC(=O)Nc2ncc3c(n2)CC(C)(C)CC3=O)s1,-7,-6,98,0,-6.6,2,-0.4,1,4,-1
O=C(CCC1CCCCC1)Nc1ccc(S(=O)(=O)Nc2nccs2)cc1,-2,-2,105,4,0.8,-7,-0.6,6,1,·
CCN(CC)CCNC(=O)CN1C(=O)COc2ccc(S(=O)(=O)N3CCOCC3)cc21,2,2,104,-6,-1.3,-6,0.8,3,-2,81*
CSc1cccc(NC(=O)c2ccc(NC3=NC4CS(=O)(=O)CC4S3)cc2)c1 (centres undefined),-2,-5,90,-3,-1.6,-3,0.1,2,-1,·
O=C(Cn1nnc(-c2ccccc2)n1)NCc1cccs1,-2,-5,98,5,-0.8,-5,-0.3,-5,1,-2
CC(C)Oc1ccc(/C=C(\C#N)C(=O)NC2CC2)cc1,·,0,104,-20,-0.9,-11,-1.9,0,0,-4
CCOP(=O)(OCC)C(NC(=O)Nc1ccc(Cl)c(Cl)c1)c1ccccc1 (centres undefined),-2,8,107,-8,-3.1,-3,-3.5,4,-2,9
COc1ccc(-c2nnn(CC(=O)Nc3sc4c(c3C#N)CCCC4)n2)cc1,-4,8,·,17,-0.4,-2,0.6,-4,-3,·
CCOC(=O)[C@H]1[C@H]2COc3cc(OC)ccc3[C@@H]2N2C(=O)c3cc(C)ccc3NC(=O)[C@@]12C,1,4,105,-2,-2.3,-6,0.8,-6,0,·
O=C(Oc1nsnc1N1CCOCC1)N1CCCCC1,2,-5,98,12,0.8,-4,-0.3,2,-4,35
Cn1cnnc1SCC(=O)Nc1ccc(Br)cc1F,-3,-1,102,30,·,1,0.6,1,1,·
COc1nc(N/N=C/c2cc3c(cc2Br)OCO3)nc(N2CCOCC2)n1,1,5,101,2,·,4,1.6,-4,-7,0
Oc1ccc(C2=NNC(c3ccc(O)cc3)=NN2)cc1,-2,0,100,32,-0.8,-2,-0.9,0,-1,0
CCc1ccccc1Nc1nc(N)nc(CSc2nnnn2C)n1,·,-11,97,34,-5.1,2,-0.9,3,3,-3
O=S(=O)(CCN1CCOCC1)c1ccc(Cl)cc1,-5,-6,·,17,0.1,-1,-0.7,0,-2,-2
CC(=O)c1ccc(Nc2nc(-c3ccccc3)nc3ccccc23)cc1,-3,-1,110,-20,0.4,-2,4.4,-2,2,0
O=C(COC(=O)C1CCCCC1)Nc1ccc([N+](=O)[O-])cc1,0,-7,·,20,-0.5,-2,-1.0,0,1,4
C=CCN(C(=O)c1csnn1)C(C(=O)NC1CCCC1)c1ccccc1F (centres undefined),-2,-5,100,16,-0.1,1,-0.8,1,-4,-3
O=Cc1ccc(OCC(=O)Nc2ccccc2-c2ccccc2)cc1,-2,-6,90,-4,-1.0,-2,0.3,-15,1,-4
O=C(CCc1nc2ccccc2c(=O)[nH]1)Nc1nnc(SCc2ccccc2F)s1,-4,-7,·,15,0.4,4,-0.6,2,6,0
COc1cc2c(cc1OC)CN(C(=O)CCNC(=O)c1ccccc1Cl)CC2,-6,4,·,28,0.3,3,-0.3,-2,-1,-9

From PubChem
